Compound activity (PubChem)
CSN deneddyl inh – inhibitors of CSN-mediated cullin deneddylation, primary screen, biochemical, fluorescence polarization, uHTS; COP9 signalosome complex subunit 5 (Homo sapiens), Q92905; Purified CSN, SCF-Nedd8-OG deneddylation; inhibition, % at 12.5 µM; actives 0.38% (n = 360,000);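 active = pattern-corrected inhibition above about 35%, with an unprinted fluorescence ratio check between 0.5 and 1.5, limit read from the data, passing the limit was not always enough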;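 also: 0% = enzyme with substrate and 100% = substrate without enzyme; some results filed as inactive read as strong as hits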
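Schedule: reaction 90 min, room temperature / Assay system: HEK293T-derived human Csn5 enzyme / Input: Csn5 at 0.24 nM final / Measure: inhibition of Csn5 cleavage, % / Control set: substrate-only high control, full reaction low control / Technique: fluorescence polarization of the substrate / Buffer or medium: Tris/NaCl/DTT buffer, pH 7.5 / Reagent: SCFSkp2-Nedd8OG substrate at 10 nM final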
NadD block – inhibitors of S. aureus NadD, primary screen, biochemical, colorimetric, uHTS; AID 602399, 2012; actives 0.78% (n = 360,000); Nicotinate-nucleotide adenylyltransferase NadD (Staphylococcus aureus N315); purified NadD enzyme, colorimetric absorbance read-out; inhibition, % at 20 µM; in the data active = inhibition above about 26%; also: some compounds past the cut are filed as inactive
Neddyl block – inhibitors of cullin neddylation, primary screen, biochemical, TR-FRET, uHTS, NAE and Ubc12. NEDD8-conjugating enzyme Ubc12 (Homo sapiens) + NEDD8-activating enzyme E1 regulatory …. calls only at 25 µM. actives 0.58% (n = 360,000). AID 651699, 2012; in the data active = inhibition above about 36%
Target sequence (P61081 whole entry, looked up): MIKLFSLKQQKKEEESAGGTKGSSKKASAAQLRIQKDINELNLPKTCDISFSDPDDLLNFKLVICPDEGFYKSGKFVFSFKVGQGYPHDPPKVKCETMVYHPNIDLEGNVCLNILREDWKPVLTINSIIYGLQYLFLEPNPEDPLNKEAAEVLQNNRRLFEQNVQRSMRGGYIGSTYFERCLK
Target sequence (Q13564 whole entry, looked up): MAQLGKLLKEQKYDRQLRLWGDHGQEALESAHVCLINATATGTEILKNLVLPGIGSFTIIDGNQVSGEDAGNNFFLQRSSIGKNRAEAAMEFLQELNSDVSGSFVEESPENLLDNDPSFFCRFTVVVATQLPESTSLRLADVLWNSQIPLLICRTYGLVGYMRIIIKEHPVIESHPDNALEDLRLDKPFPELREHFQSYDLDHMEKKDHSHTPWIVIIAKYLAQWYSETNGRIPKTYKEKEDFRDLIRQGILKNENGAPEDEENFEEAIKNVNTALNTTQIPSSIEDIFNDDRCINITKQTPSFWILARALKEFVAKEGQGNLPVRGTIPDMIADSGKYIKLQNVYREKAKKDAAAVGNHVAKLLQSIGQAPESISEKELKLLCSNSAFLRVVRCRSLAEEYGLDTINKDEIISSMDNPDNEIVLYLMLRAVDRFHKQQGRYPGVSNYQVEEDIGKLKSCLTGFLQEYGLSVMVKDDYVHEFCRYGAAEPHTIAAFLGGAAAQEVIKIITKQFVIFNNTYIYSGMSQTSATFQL
Rin1-Abl PPI inh – inhibitors of Rin1-Abl protein binding, primary screen, biochemical, TR-FRET; Tyrosine-protein kinase ABL1 (Homo sapiens) + Ras and Rab interactor 1 (Homo sapiens), …; inhibition, % at 7.35 µM; actives 0.4% (n = 360,000); in the data active = inhibition above about 5%, passing the limit was not always enough
STEP block – STEP phosphatase inhibitors, primary screen, biochemical, fluorescence intensity, uHTS | Tyrosine-protein phosphatase non-receptor type 5 (Homo sapiens), P54829 | recombinant STEP, OMFP fluorogenic substrate | inhibition, % at 20 µM | actives 0.25% (n = 360,000) | AID 588621, 2011;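 active = inhibition at 20 µM, scaled per plate between control wells, above about 37%, limit read from the data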;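 also: 0% = DMSO with enzyme and substrate and 100% = substrate only without enzyme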
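System: isolated STEP enzyme; schedule: 20 min enzyme reaction at room temperature, protected from light; medium: Bis-Tris buffer pH 6.0, 2.5 mM DTT, 0.005% Tween 20; signal: fluorescence, 480/540 nm; dosing: single compound dose of 20 µM, 1% DMSO final; also added: OMFP substrate, 25 µM final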
DNMT1 inh – human DNMT1 methyltransferase inhibitors, primary screen, biochemical, molecular beacon, fluorescence, HinP1I cleavage, uHTS. actives 0.83% (n = 360,000). AID 588458, 2011. inhibition (reported as % activation of signal), % at 10 µM; in the data active = inhibition above about 50%
LMPTP block – LMPTP phosphatase inhibitors, primary screen, biochemical, fluorescence intensity, uHTS. inhibition, % at 20 µM. actives 0.22% (n = 360,000). recombinant LMPTP-A, OMFP fluorogenic substrate. AID 651560, 2012. Low molecular weight phosphotyrosine protein phosphatase (Homo sapiens), P24666;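 active = compounds that cut the enzyme signal by at least half of the control window in the single-dose screen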;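 also: plate controls were DMSO wells with enzyme plus substrate for no effect and substrate without enzyme for full effect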
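Test system – LMPTP-A enzyme · Amount – LMPTP-A at 0.625 nM final in the reaction · Buffer or medium – Bis-Tris pH 6.0, DTT, detergent · Reagent – OMFP 400 µM · Doses – single 20 µM dose · Schedule – reaction 50 min, room temperature, dark · Detection – fluorescence intensity of OMFP turnover product · Evaluation – percent inhibition versus substrate-only and uninhibited controls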
SUMO1-SIM PPI – modulators of SUMO1 protein-protein interactions, primary screen, biochemical, uHTS | Small ubiquitin-related modifier 1 (Homo sapiens), P63165 | SUMO1 binding to a labelled peptide, TR-FRET, 1 h | inhibition, % at 20 µM | actives 0.33% (n = 360,000); in the data active = inhibition above about 37%
Target sequence (P63165 whole entry, looked up): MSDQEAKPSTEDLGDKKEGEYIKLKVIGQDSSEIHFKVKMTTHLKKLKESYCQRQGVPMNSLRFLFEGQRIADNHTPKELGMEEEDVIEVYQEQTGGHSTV
Scp1 inh – Scp-1 phosphatase inhibitors, primary screen, biochemical, colorimetric, uHTS; inhibition, % at 20 µM; Carboxy-terminal domain RNA polymerase II polypeptide A small phosphatase 1 (Homo …; actives 0.88% (n = 340,000); Recombinant Scp1, phosphopeptide, malachite green phosphate absorbance;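 active = inhibition above about 50% at 20 µM, limit read from the data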;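 also: plate controls were DMSO wells with enzyme for no effect and wells lacking enzyme for full effect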
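Test system: SCP-1 phosphatase catalytic domain, residues 76-261; measured by: colorimetric phosphate reagent with accelerator and stabiliser, absorbance at 630 nm; timing: enzyme reaction 45 min at room temperature, colour 5 min, stabilisation 30 min; also added: Phosphorylated 17-residue peptide substrate; compound dosing: one concentration, 20 µM, with 1.0% DMSO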
Rpn11 inh – Rpn11 (PSMD14) deubiquitinase inhibitors, primary screen, biochemical, fluorescence polarization, uHTS | human 26S proteasome, Ub4-pepOG fluorescence polarization; 20S core pre-blocked with epoxomicin | actives 0.59% (n = 360,000) | calls only at 20 µM;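 active = inhibition at 20 µM, scaled to each plate's controls, above about 33%, limit read from the data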
Numbers without * were called inactive; i = inactive; · = not tested or not shown; + = active, no number.

Preview, nine compounds:
Sequence of screens: CSN deneddyl inh	NadD block	Neddyl block	Rin1-Abl PPI inh	STEP block	DNMT1 inh	LMPTP block	SUMO1-SIM PPI	Scp1 inh	Rpn11 inh
- O=C(NCc1ccc(F)cc1)C1CCC(CNc2c(N3CCOCC3)c(=O)c2=O)CC1 (stereo not drawn)
 : -4	-8	i	-2	-4	0	-0.3	11	0	i
- CCOc1ccc(OCCCC(=O)O)cc1
 : 3	-7	i	0	1	-3	-0.6	1	-7	i
- CCOc1ccc(NCC(=O)c2ccc(C)cc2)cc1
 : 2	5	i	4	2	3	-1.4	1	2	i
- N#C/C(=C\c1ccc(Cl)cc1)C(=O)NC1CC1
 : 4	-1	i	-2	-1	1	0.9	-9	0	i
- CC(=O)Nc1ccc(S(=O)(=O)NC2(C(F)(F)F)NC(=O)N(C3CCCC3)C2=O)cc1 (stereo not drawn)
 : 0	5	i	-7	1	2	-0.2	2	0	i
- CCCc1cc(=O)[nH]c(SCC(=O)N(CCOC)c2c(N)n(Cc3ccccc3)c(=O)[nH]c2=O)n1
 : -3	2	i	0	-4	0	0.6	-1	-5	i
- CCOC(=O)c1sc(-c2cccc(C(F)(F)F)c2)nc1O
 : 3	-4	i	1	0	2	0.0	-3	-19	i
- O=C1NC[C@H](CCCCN2C[C@H](Cc3ccc(O)cc3)N(CC3CCCCC3)C(=O)C2=O)N(CCc2ccccc2)C1=O
 : 0	22	i	·	·	·	-1.0	6	·	·
- CCOc1ccc(NC(=O)CN(C)C(=O)c2ccc(NC3CC3)c([N+](=O)[O-])c2)cc1OCC
 : -2	-5	i	-2	2	-3	-0.1	-35	-7	i

All compounds of this part (from the top)
Sequence of screens: CSN deneddyl inh	NadD block	Neddyl block	Rin1-Abl PPI inh	STEP block	DNMT1 inh	LMPTP block	SUMO1-SIM PPI	Scp1 inh	Rpn11 inh
- O=C(NCc1ccc(F)cc1)C1CCC(CNc2c(N3CCOCC3)c(=O)c2=O)CC1 (stereo not drawn)
 : -4	-8	i	-2	-4	0	-0.3	11	0	i
- CCOc1ccc(OCCCC(=O)O)cc1
 : 3	-7	i	0	1	-3	-0.6	1	-7	i
- CCOc1ccc(NCC(=O)c2ccc(C)cc2)cc1
 : 2	5	i	4	2	3	-1.4	1	2	i
- N#C/C(=C\c1ccc(Cl)cc1)C(=O)NC1CC1
 : 4	-1	i	-2	-1	1	0.9	-9	0	i
- CC(=O)Nc1ccc(S(=O)(=O)NC2(C(F)(F)F)NC(=O)N(C3CCCC3)C2=O)cc1 (stereo not drawn)
 : 0	5	i	-7	1	2	-0.2	2	0	i
- CCCc1cc(=O)[nH]c(SCC(=O)N(CCOC)c2c(N)n(Cc3ccccc3)c(=O)[nH]c2=O)n1
 : -3	2	i	0	-4	0	0.6	-1	-5	i
- CCOC(=O)c1sc(-c2cccc(C(F)(F)F)c2)nc1O
 : 3	-4	i	1	0	2	0.0	-3	-19	i
- O=C1NC[C@H](CCCCN2C[C@H](Cc3ccc(O)cc3)N(CC3CCCCC3)C(=O)C2=O)N(CCc2ccccc2)C1=O
 : 0	22	i	·	·	·	-1.0	6	·	·
- CCOc1ccc(NC(=O)CN(C)C(=O)c2ccc(NC3CC3)c([N+](=O)[O-])c2)cc1OCC
 : -2	-5	i	-2	2	-3	-0.1	-35	-7	i
- OC(COCC1COc2ccccc2O1)CN1CCN(c2ccccc2)CC1 (stereo not drawn)
 : 1	-1	i	-1	-1	-1	-0.9	-1	3	i
- CC1(C)CC(=O)C(C(=S)Nc2ccccc2)=C(NCCN2CCOCC2)C1
 : 19	-4	i	-5	-3	3	-1.9	1	-6	i
- Oc1c(C(c2ccco2)N2CCN(C(c3ccccc3)c3ccccc3)CC2)sc2ncnn12 (stereo not drawn)
 : 12	16	i	0	0	-1	1.0	10	-5	i
- COc1ccc(NC(=O)Nc2ccccc2SC)cc1OC
 : -4	-5	i	-1	0	-4	-1.0	-1	-14	i
- CCCN(C(=O)CSCc1ccc(Cl)cc1)c1c(N)n(Cc2ccccc2)c(=O)[nH]c1=O
 : -4	-2	i	2	0	-1	-0.2	5	-6	i
- CN=c1scc(-c2ccc(OC)cc2)n1/N=C(\C)c1cccnc1
 : 1	-2	i	1	4	-7	1.3	-12	8	i
- C#CCOc1c(Br)cc(/C=N\NC(=O)CN2CCOCC2)cc1OCC
 : 3	-4	i	0	-4	-6	-0.3	-3	-3	i
- COc1ccc(OC)c(NC(=S)N2CCN(C/C=C/c3ccccc3)CC2)c1
 : -2	-3	i	2	4	-2	-0.7	2	-6	i
- O=CN1N=C(c2ccccc2)CC1c1ccc(Cl)cc1 (stereo not drawn)
 : 3	-5	i	-3	1	1	-0.3	0	38	i
- C/C(=N\NC(=O)CCC(=O)N/N=C(\C)c1ccc(C)o1)c1ccc(C)o1
 : -6	-1	i	3	0	2	-0.8	-14	-5	i
- O=C(Nc1ccc2oc(-c3ccccc3F)nc2c1)c1ccc([N+](=O)[O-])o1
 : 40*	8	i	1	99*	108*	90*	98*	101*	·
- O=C(CSc1ncnc2c1oc1ccccc12)N1CCCc2ccccc21
 : 1	-8	i	-253	1	2	1.3	-24	-2	i
- Cc1ccc(NC(=O)c2cccc(N3C(=O)C4C5CCC(C5)C4C3=O)c2)c(C)c1 (stereo not drawn)
 : 4	-2	i	-5	-3	2	-1.2	-2	-6	i
- c1ccc(SCCN2CCc3ccccc3C2)cc1
 : 5	1	i	1	1	-1	-1.5	-5	2	i
- CC(C)C(NC(=O)CCNC(=O)c1ccc([N+](=O)[O-])cc1)c1nc2ccccc2[nH]1 (stereo not drawn)
 : -2	1	i	0	-3	0	-2.5	-23	-6	i
- NC(=O)c1ccc(NC(=O)COC(=O)CC2Sc3ccccc3NC2=O)cc1 (stereo not drawn)
 : 1	0	i	4	3	-3	-0.7	-1	6	i
- COc1ccc(-n2c(SCC(=O)NCC3CCCO3)nc3c(c2=O)SC(C)C3)cc1 (stereo not drawn)
 : 2	-4	i	-4	-2	1	-1.8	-26	0	i
- CC(=O)C[C@@H](O)CC(=O)[C@H]1OC(=O)CCCCCc2ccccc21
 : -6	-3	i	2	4	4	-0.1	9	-5	i
- CCOC(=O)CNC(=O)CSc1nccn1Cc1ccco1
 : -1	0	i	-4	1	0	-1.3	0	-12	i
- O=C(NCCOc1cccc(Cl)c1Cl)c1cc(-n2cnnc2)ccc1Cl
 : 2	15	i	2	-3	-5	-0.5	11	-2	i
- COC(=O)c1[nH]c2c(c1C)C(=O)CC(c1ccccc1)C2 (stereo not drawn)
 : 1	8	i	1	3	-1	-0.2	0	-5	i
- O=C(O)c1cccc(N2C(=O)CSC2=S)c1
 : 3	1	i	-4	5	-2	0.3	2	1	i
- COc1cc(/C=C2\SC(N)=NC2=O)ccc1OCC(=O)Nc1ccccc1C
 : 8	7	i	-2	3	2	1.5	-4	-2	i
- Cc1ccccc1OCC(=O)Nc1ccc2c(c1)OCO2
 : 4	-5	i	-2	-3	-3	0.0	0	-5	i
- FC(F)(F)c1nc(NCC2CCCO2)c2nnn(Cc3ccccc3Cl)c2n1 (stereo not drawn)
 : 6	-8	i	5	-1	1	2.8	-1	-4	i
- CN(C)CCN(C(=O)c1ccccc1Cl)c1nc2c(Cl)cccc2s1
 : -5	0	i	4	-1	1	-1.2	-1	3	i
- COC(=O)c1cc(C#N)c(N2CC(C)OC(C)C2)nc1C (stereo not drawn)
 : -12	-1	i	5	1	-13	5.1	6	5	i
- O=[N+]([O-])c1ccc(O)c(/C=N/NC2=NS(=O)(=O)c3ccccc32)c1
 : 8	3	i	-3	-5	3	0.6	-12	-9	+
- COc1cccc(N2CCN(C(=O)c3ccc(CS(=O)Cc4ccc(C)cc4)o3)CC2)c1 (stereo not drawn)
 : 3	-2	i	4	-2	-4	-0.2	0	-8	i
- COc1ccc(-c2nn(C)c3sc(C(=O)NCc4ccco4)cc23)cc1OC
 : 1	-5	i	0	9	-7	0.1	1	-10	i
- N#Cc1ccccc1OCC(=O)Nc1ccc2c(c1)OCCO2
 : -2	-2	i	1	1	6	-0.2	-3	-2	i
- O=C(c1ccc(Cl)cc1)N1CCCC(C(=O)N2CCN(c3ccccc3)CC2)C1 (stereo not drawn)
 : 2	2	i	0	1	-3	-1.5	2	-11	i
- O=C(CN1CCCCC1)Nc1ccc(Br)cc1[N+](=O)[O-]
 : -1	1	i	1	1	2	-0.2	-24	-1	i
